Tb PFK inh: blocks T. brucei phosphofructokinase | AID 485367 | T. brucei PFK, ADP-Glo luminescence | Potency, µM (series often up to 57.5 µM), inactives show top-dose activity, negative = inhibition, hits mostly inhibitors | O15648 | hit rate 0.17% among 330,000;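 further: potency means the concentration at half of the fitted maximal effect; 0% = uninhibited 1x PFK enzyme wells and -100% = no-enzyme wells; nearly all actives have a fitted effect of over 60% in size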
Target sequence (O15648 whole entry, looked up): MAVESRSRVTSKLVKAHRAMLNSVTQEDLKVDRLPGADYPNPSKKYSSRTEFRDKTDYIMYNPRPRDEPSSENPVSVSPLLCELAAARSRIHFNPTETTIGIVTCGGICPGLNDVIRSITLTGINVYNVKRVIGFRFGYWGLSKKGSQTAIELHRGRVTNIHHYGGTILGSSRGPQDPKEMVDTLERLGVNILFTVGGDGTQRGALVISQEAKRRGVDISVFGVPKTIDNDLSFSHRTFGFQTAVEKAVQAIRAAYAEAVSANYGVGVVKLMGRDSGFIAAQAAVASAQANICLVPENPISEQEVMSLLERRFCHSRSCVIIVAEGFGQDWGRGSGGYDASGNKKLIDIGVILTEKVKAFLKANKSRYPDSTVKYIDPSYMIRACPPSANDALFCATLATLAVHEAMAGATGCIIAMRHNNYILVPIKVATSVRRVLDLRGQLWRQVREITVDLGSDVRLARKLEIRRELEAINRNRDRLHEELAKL
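ADP-Glo luminescence quantified ADP after 45 min at room temperature, with 1.25 nM T. brucei PFK, 0.1 mM ATP and 0.5 mM fructose-6-phosphate in pH 8.0 TEA buffer. qHTS titrations up to 57 µM; curves classified by quality.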
PTAP TSG101 blk: blocks PTAP/TSG101 interaction to inhibit HIV-1 budding. Q99816. Fluorescence polarization, FITC-PTAP peptide / Tsg101 binding. Potency, µM (titrated, usually from 115 µM), inactives show at the highest dose activity change, negative = inhibition, most hits filed as inhibitors. 340,000 tested, under 10 active. AID 493005; active means well fitted inhibition curve with a large enough effect in the main read-out, with a control signal flat, not every such curve was filed as active; inconclusive means small, poorly fitted or top-dose-only effect, or effect the other way, or a change in a side signal; inactive means no such curve, though single readings can be large or run the other way; further: potency means the concentration at half of the fitted maximal effect; % of control where 0% means no effect
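Steps: Tsg101 binding domain dispensed (10 uM final), compounds pinned in DMSO, FITC-labeled PTAP-motif peptide added (50 nM final); after 20 min binding at room temperature, polarization measured.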
a7 integrin act: activates integrin-mediated alleviation for muscular dystrophy | Potency, µM (doses to about 38.3 µM), for inactives: top-dose activation, actives largely listed as activators | hit rate 0.064% among 350,000 | AID 624291 | alpha7betagal myoblasts, beta-gal FDG fluorescence, 48 h;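 further: potency means the concentration at half of the fitted maximal effect; 100% = response of the positive control SU9516; nearly all actives have a fitted effect of over 60% in size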
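alpha7betagal+/- myoblasts (passage 13, 250/well) treated 48 h at 37C with compounds at 1:260 dilution of DMSO stock. Lysed, then beta-galactosidase activity read as FDG fluorescence (ex 480/em 540) after 30 min, with pre-read for autofluorescence.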
Coupling enz: inhibits coupling enzyme system, counter-screen for aldolase hits; hit rate 0.67% among 290,000; activity change, negative = inhibition, % at 58.2 µM, hits read low; AID 2472; coupling enzyme system counterscreen, AmpLite Red fluorescence; in the data active means activity change below about -30%; further: on the % scale 0 is the no-effect control and ±100 the full control effect
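Counterscreen lacking aldolase: glyceraldehyde-3-phosphate coupling-enzyme reagent preincubated 10 min at RT with compound (at 57.5 uM final), then substrate/coupling system with AmpLite Red added; fluorescence read at 525/598 nm after 20 min RT.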
PKM2 act: PKM2 (human) enzyme activation | P14618 | purified PKM2, Kinase-Glo ATP luminescence, activation; response scale: 0% is enzyme alone, no compound | hit rate 0.34% among 260,000 | Potency, µM (highest dose often 57.5 µM), for the others: top-dose activation, usual class: activators; further: potency means the concentration at half of the fitted maximal effect; on the % scale 0 is the no-effect control and ±100 the full control effect; nearly all actives have a fitted effect of over 55% in size
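Purified hPK-M2 (>95% pure) converted ADP (0.1 mM final) to ATP with 0.5 mM PEP in 50 mM imidazole pH7.2, KCl, MgCl2, Tween 20, BSA; 1 h at room temperature. ATP detected by Kinase-Glo luminescence.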
ASM inhibitor: human S-ASM enzyme inhibition; P17405; placental ASM, HMU-PC fluorogenic substrate, 60 min; Potency, µM (highest dose often 57.5 µM), inactives show at the highest dose activity change, negative = inhibition, usual class: inhibitors; hit rate 0.006% among 340,000; AID 504937; further: potency means the concentration at half of the fitted maximal effect
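HMU-PC0 cleavage (9 uM final) by human placental ASM, 60 min at 37 °C following 10 min compound exposure at RT; stopped at pH 10, fluorescence Ex 386/Em 447 nm.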
B2AR arrestin: agonists driving beta-arrestin recruitment to human beta2-adrenergic receptor; P07550; beta-arrestin recruitment to beta2AR, cell-based reporter; Potency, µM (doses to about 46.1 µM), for inactives: at the top dose activation, actives largely listed as activators; hit rate 0.02% among 330,000; AID 492947;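 further: potency means the concentration at half of the fitted maximal effect; 0% = DMSO controls and full agonism = EC100 isoproterenol or metaproterenol; nearly all actives have a fitted effect of over 65% in size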
Target sequence (P07550 whole entry, looked up): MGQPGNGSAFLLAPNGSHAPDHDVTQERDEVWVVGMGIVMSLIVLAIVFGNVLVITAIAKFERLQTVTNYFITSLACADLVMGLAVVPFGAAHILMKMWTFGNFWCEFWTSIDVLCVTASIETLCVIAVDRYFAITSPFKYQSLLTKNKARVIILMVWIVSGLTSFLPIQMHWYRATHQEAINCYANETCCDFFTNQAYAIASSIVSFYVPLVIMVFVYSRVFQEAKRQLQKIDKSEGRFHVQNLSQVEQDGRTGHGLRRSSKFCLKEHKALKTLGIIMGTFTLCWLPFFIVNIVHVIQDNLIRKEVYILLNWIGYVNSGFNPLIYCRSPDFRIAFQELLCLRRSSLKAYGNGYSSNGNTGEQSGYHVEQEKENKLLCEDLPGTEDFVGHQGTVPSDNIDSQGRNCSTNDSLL
Giardia killer: Giardia lamblia killing. Giardia lamblia trophozoite viability. activity change, % at 7.66 µM, hits read low. hit rate 0.15% among 340,000. AID 540267; in the data active means activity change below about -80%; inconclusive means between about -30% and that limit;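 further: parasites exposed to compound for two days anaerobically before the ATP read; on the % scale 0 is the no-effect control and ±100 the full control effect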
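Luminescent ATP signal served as the viability read-out, measured 15-30 min after adding ATP detection reagent to trophozoites that had been incubated with compounds for 48 hrs at 37 deg C anaerobically at 100 cells/well.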
Chronic BCR inh: chronic active BCR signaling inhibition. Potency, µM (doses to about 46.1 µM), without a hit: at the top dose ratio change, negative = lower green/red ratio, actives largely listed as inhibitors. hit rate 0.05% among 340,000. ABC-DLBCL IkBa-CBG/CBR reporter, luminescence ratio, 4 h; active means well fitted inhibition curve with a large enough effect in the signal ratio, with a control signal flat, not every such curve was filed as active; inconclusive means small, poorly fitted or top-dose-only effect, or effect the other way, or a change in a side signal; the % refers to the signal ratio;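 further: potency means the concentration at half of the fitted maximal effect; plate controls were basal doxycycline-induced cells for no effect and cells given 10 µM MG132 for full effect; MG132 reads +100%, hits lower the ratio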
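Compounds up to 46 uM were incubated four hours with TMD8 cells whose green CBG68 luciferase is fused to IkappaBalpha; red CBR luminescence normalised the signal, and concentration-effect curves were fitted to fusion, red and ratio data.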
Menin-MLL TR inh: menin-MLL binding inhibition, Texas Red mutant peptide; O00255; Menin + Texas Red MLL mutant peptide, fluorescence polarization; Potency, µM (series often up to 61.6 µM), for the others: at the top dose FP activity change, negative = inhibition, hits mostly inhibitors; hit rate 0.23% among 270,000; AID 1768; active means well fitted inhibition curve with a large enough effect in the polarisation, with a control signal flat, not every such curve was filed as active; inconclusive means small, poorly fitted or top-dose-only effect, or effect the other way, or a change in a side signal; inactive means no such curve, though single readings can be large or run the other way; the % refers to the polarisation; further: potency means the concentration at half of the fitted maximal effect; % of control where 0% means no effect; many of its hits are not listed in these tables
GALK inhibitor: galactokinase (human) inhibition | Purified GALK, Kinase-Glo residual ATP luminescence | Potency, µM (titrated, usually from 57.5 µM), for inactives: top-dose activity change, negative = inhibition, hits mostly inhibitors | P51570 | hit rate 0.007% among 270,000; further: potency means the concentration at half of the fitted maximal effect; on the % scale 0 is the no-effect control and ±100 the full control effect
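GALK at 5 nM final was combined with compound, 35 uM ATP and 100 uM galactose in HEPES pH8.0 with MgCl2 and DTT. The reaction ran one hour at room temperature before luminescent ATP detection.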
* = called active by the depositor; ? = inconclusive; . = not tested or not shown; & = joins results of further samples; [ ] = dose if it differs, or a comment. Unless noted, the call rests on the fitted dose curve; in most records, active means well fitted curve in the direction sought with a large enough effect; inconclusive means small, poorly fitted or top-dose-only effect, or another doubt; inactive means no such curve, though single readings can be large; an effect the other way counts as inactive or inconclusive.

compound,Tb PFK inh,B2AR arrestin,Giardia killer,PKM2 act,a7 integrin act,Menin-MLL TR inh,Chronic BCR inh,ASM inhibitor,PTAP TSG101 blk,GALK inhibitor,Coupling enz
COc1ccc(S(=O)(=O)NCc2ccc(C(=O)N3CCC4(CC3)OCCO4)cc2)cc1,0%,0.2%,5,-6%,0%,-17%,-1%,1%,6%,0%,5
CCN(CC)c1ccc(N=Cc2c(O)n(-c3ccc(OC)cc3)c(=O)[nH]c2=O)cc1,-1%,0.2%,1,7%,-41%,-15%,-14%,-7%,?,4%,-5
N=c1n(CCO)c2ccccc2n1Cc1ccccc1,0%,0.2%,17,2%,4%,5%,0%,12%,-2%,2%,2
CC1N=C(c2ccccc2Cl)c2cc(Br)ccc2NC1=O (centres undefined),1%,-0.6%,-8,.,-5%,-16%,0%,-10%,-3%,.,-1
c1cncc(CNCCc2ccc3c(c2)OCO3)c1,-2%,-1.4%,-28,-2%,?,-6%,2%,-1%,-3%,2%,4
CCN1C(=O)c2ccccc2Sc2ccc(C(=O)N3CCC4(CC3)OCCO4)cc21,1%,-1.8%,-24,-4%,-31%,?,-2%,-1%,-2%,0%,-3
O=C(c1[nH]nc2c1CCc1ccccc1-2)N1CCN(Cc2ccc3c(c2)OCO3)CC1,-3%,-0.1%,-3,.,-4%,-19%,?,-1%,-1%,8%,6
CCOP(=O)(Oc1ccccc1)c1c([N+](=O)[O-])cc(C(F)(F)F)cc1[N+](=O)[O-] (centres undefined),3%,-1.1%,-4,.,-2%,-5%,6%,-1%,-6%,5%,-1
Oc1cccc2cccnc12,1%,0.2%,-13,-3%,.,5%&-11%&4%,?,.,.,.,-7&-6
N/C(=N/[N+](=O)[O-])N1CCN(C(=O)Oc2ccc([N+](=O)[O-])cc2)CC1,2%,-1.1%,14,.,-9%,11%,5%,1%,-4%,-2%,1
CN(C)P1(N(C)C)=NC(C(F)(F)F)=NC(C(F)(F)F)=N1,-15%,0.0%,-6,0%,18%,-13%,-1%,6%,-10%,-3%,3
COC(=O)C1=C(c2ccc(F)cc2F)C[C@@H]2CC[C@H]1N2C(=O)NCCCOC(C)C,-1%,-0.6%,-5,.,-34%,.,-2%,3%,-2%,.,.
N[C@@H](Cc1c[nH]c2ccccc12)c1nnc(SCc2ccc(F)cc2)o1,-1%,-0.5%,11,-3%,-1%,-26%,-9%,6%,-14%,0%,-7
N#CC1=C(N)Oc2c(c(=O)sc3ccccc23)C1c1cccnc1 (centres undefined),-2%,0.1%,-23,.,-14%,17%,8%,-3%,-1%,-2%,1
COc1ccc(-n2c(O)c(C(C)=NCCN3CCNCC3)c(=O)[nH]c2=O)cc1,2%,-0.2%,1,-2%,-3%,-12%,-1%,0%,-6%,-1%,0
O=C(NC(Oc1ccccc1)C(Cl)(Cl)Cl)c1ccccc1 (centres undefined),-4%,-0.3%,-14,3%,-9%,?,-4%,2%,-3%,-1%,-1
Cc1ccccc1N1C(=O)CC(=O)N(c2ccccc2C)C1=O,2%,-0.7%,?,18%,12%,2%,0%,4%,-4%,2%,5
CC(=O)n1cc(C=C2C(=O)NC(=O)NC2=O)c2ccccc21,11%,-0.4%,-12,.,0%,?,-1%,-3%,-7%,-2%,0
c1ccc(-c2ccc(-c3n(-c4ccccn4)c4ccccc4[n+]3-c3ccccn3)cc2)cc1,5%,0.0%,-24,1%,-17%,?,?,-2%,-7%,1%,-3
CN(C)CCN(C(=O)COc1ccc(Cl)cc1)c1nc2cc3c(cc2s1)OCO3,0%,0.4%,0,.,-44%,-1%,-26%,-6%,-7%,10%,0
Cc1c(N=Nc2c(O)n(Cc3ccccc3)c(=O)[nH]c2=O)c(=O)n(-c2ccccc2)n1C,-1%,-0.9%,34[activator],-6%,-13%,12%,0%,-4%,-3%,2%,0
COc1cccc(CNCCc2ccc3c(c2)OCO3)c1OC,-1%,-0.3%,-24,-1%,-59%[inhibitor],-12%,-9%,2%,-3%,1%,0
COc1ncccc1C(=O)NCC(CC(=O)O)c1ccccc1 (centres undefined),3%,-0.1%,-13,1%,7%,3%,5%,1%,-4%,5%,8
Oc1ccc(CC2(N3CCCC3)CCCCC2)cc1,0%,3.5%,-25,-2%,-25%,11%,-1%,2%,4%,5%,0
CN1CCN(Cc2nc3ccccc3n2C)CC1,0%,0.2%,-8,0%,-24%,-14%,-1%,5%,-4%,2%,0
CCN1CCN(c2ccc(N)c(C)c2)CC1,-2%,0.2%,22,0%,-32%[inhibitor],-3%,-10%,0%,-2%,-1%,-8
Cc1ccc2c(c1)CCCN2N=O,-2%,0.3%,-23,-4%,2%,3%,0%,6%,-3%,0%,0
C[C@]12CC[C@H](O)CC1=CCC1C2CC[C@]2(C)C(=O)[C@H](Br)CC12 (some centres undefined),1%,0.7%,1,.,0%,.,?,1%,-4%,.,.
CSc1ccccc1C(=O)C1CCCN(Cc2cccc(C)n2)C1 (centres undefined),0%,-0.9%,-12,3%,-10%,-18%,-1%,4%,0%,-1%,0
O=c1[nH]c(=S)n(C2CC2)c(O)c1C=NCCN1CCOCC1,0%,-0.3%,-4,0%,39%,.,-8%,5%,2%,9%,3
CC(C)NS(=O)(=O)c1ccc(OCC(=O)N2CCN(Cc3ccc4c(c3)OCO4)CC2)c(Cl)c1,0%,-0.8%,7,-5%,-41%,1%,-6%,1%,-8%,-4%,0
N=C1c2ccccc2CN1NC(=O)c1ccc(F)cc1,-1%,0.5%,-17,-6%,-11%,-1%,-17%,0%,-3%,-1%,-1
Clc1ccc2sc(C3CCNCC3)nc2c1,1%,0.5%,5,.,-47%[inhibitor],-15%,?,1%,-1%,.,0
N#CCCn1cc(C(=O)O)c(-c2cccc([N+](=O)[O-])c2)n1,-3%,0.0%,-11,12%,-10%,2%,-6%,4%,0%,6%,2
CSc1nc2ccccc2n1C(=O)Oc1ccccc1,-13%,0.2%,-4,?,-1%,28%,3%,-9%,-5%,-1%,1
O=C(c1cccn2c(=O)c3ccc(Cl)cc3nc12)N1CCC2(CC1)OCCO2,0%,0.3%,16,0%,-5%,6%,0%,.,-2%,-1%,4

In another format: results already given.
> O=C(c1cccn2c(=O)c3ccc(Cl)cc3nc12)N1CCC2(CC1)OCCO2
  Tb PFK inh: 0%
  B2AR arrestin: 0.3%
  Giardia killer: 16
  PKM2 act: 0%
  a7 integrin act: -5%
  Menin-MLL TR inh: 6%
  Chronic BCR inh: 0%
  ASM inhibitor: .
  PTAP TSG101 blk: -2%
  GALK inhibitor: -1%
  Coupling enz: 4
> CCN1CCN(c2ccc(N)c(C)c2)CC1
  Tb PFK inh: -2%
  B2AR arrestin: 0.2%
  Giardia killer: 22
  PKM2 act: 0%
  a7 integrin act: -32%[inhibitor]
  Menin-MLL TR inh: -3%
  Chronic BCR inh: -10%
  ASM inhibitor: 0%
  PTAP TSG101 blk: -2%
  GALK inhibitor: -1%
  Coupling enz: -8

New compounds follow:
compound,Tb PFK inh,B2AR arrestin,Giardia killer,PKM2 act,a7 integrin act,Menin-MLL TR inh,Chronic BCR inh,ASM inhibitor,PTAP TSG101 blk,GALK inhibitor,Coupling enz
CN(C)CCc1nn[nH]n1,-1%,0.0%,2,1%,9%,-3%,6%,2%,-3%,1%,4
COc1ccc(C2SCC(=O)Nc3c2c(=O)[nH]n3C2CCCCC2)cc1 (centres undefined),3%,-0.2%,22,1%,-4%,1%,1%,0%,-1%,18%,-1
C=CCN1C(=O)NC(=O)/C(=C/c2ccc(OC)c(CSc3ccccn3)c2)C1=O,-1%,-0.4%,6,3%,-3%,34%[activator],2%,0%,-6%,.,-4
COP(=O)(Cc1ccc(C#N)o1)OC,0%,-0.2%,-4,0%,31%,.,-1%,1%,-4%,1%,-2
COc1cc(CN2CC3CC(C2)c2cccc(=O)n2C3)cc(OC)c1OC (centres undefined),?,0.2%,-8,-1%,21%,-28%,-1%,-1%,-2%,-3%,-2
CCCOP(=O)(OCCC)C1(Nc2ccc(C)cc2)CCCCC1,16%[0.46 µM],0.5%,-3,3%,-19%,?,4%,-3%,-3%,-5%,2

Bioassay records: PubChem BioAssay, National Center for Advancing Translational Sciences (NCATS)

Some of the compounds tested; rates above refer to the full screens.
